# Source: PubChem (National Center for Advancing Translational Sciences (NCATS))
# KCNH2 3.1 inh: blocks the human KCNH2 3.1 channel isoform; 0.95% of 340,000 active; activity change, % (tested at about 1.8 µM); U2OS KCNH2 3.1, thallium flux FluxOr; stronger effect = lower value; AID 720553;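 active = maximum activity change below -70%; inconclusive = maximum activity change from -70% to -50%; inactive = maximum activity change above -50%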;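 also: thallium influx rate constant from kinetic fluorescence after stimulation buffer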
#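 Measured as rate of thallium-driven FluxOr signal in transduced U2OS cells carrying the 3.1 channel, read kinetically for 2 min upon stimulation; values are rate constants scaled to DMSO control wells.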
# uPA surface inh: cell surface uPA generation inhibition; 0.31% of 330,000 active; AID 540303; Potency, µM (doses to about 38.3 µM), without a hit: at the highest dose activity change, negative = inhibition, actives largely listed as inhibitors; cell surface uPA generation assay, qHTS; active = well fitted inhibition curve with a large enough effect; inconclusive = small, poorly fitted or top-dose-only effect; inactive = no such curve, though single readings can be large or run the other way; tested in mouse RAW 264.7 cells; also: potency is read from the fitted curve at half-maximal effect; nearly all actives have a fitted effect of over 55% in size
# Giardia killer: Giardia lamblia killing | 0.15% of 340,000 active | AID 540267 | Giardia lamblia trophozoite viability | activity change, % at 7.66 µM, hits read low; in the data active = activity change below about -80%; inconclusive = between about -30% and that limit;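 also: parasites exposed to compound for two days anaerobically before the ATP read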
#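 Trophozoite viability was measured as ATP-dependent luminescence, read 15-30 min after reagent addition. Before that, parasites at 100 cells/well were exposed to compounds for 48 h, anaerobically, at 37 deg C.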
# Numbers without * were called inactive; ? = inconclusive. % is scaled to controls: 0 for no effect and ±100 for the full control effect.
Molecule,KCNH2 3.1 inh,uPA surface inh,Giardia killer
O=C(NCc1cccc(Br)c1)C1CC(c2cc(C(F)(F)F)cc(C(F)(F)F)c2)=NO1 (centres undefined),5.7,17.2%,18.7
CCOc1ccc(-c2nn3c(-c4ccc(F)cc4)nnc3s2)cc1,-14.4,-4.2%,2.1
Cc1ccc(C(=O)Nc2cccc(C(O)c3ccccc3)c2)cc1 (centres undefined),-13.4,2.4%,-0.3
Cc1onc(-c2ccccc2)c1C(=O)N1CCN(c2ccc([N+](=O)[O-])cc2)CC1,-23.8,-4.4%,8.0
N#CC1(C(N)=O)OC12CCS(=O)(=O)c1ccccc12 (centres undefined),-11.8,-2.2%,-11.0
Cc1ccc(Nc2ccc([N+](=O)[O-])ccc2=O)cc1,7.3,0.8%,-15.2
CCC1CC(C(=O)Nc2ccccc2)C(=O)O1 (centres undefined),4.8,-1.8%,-12.2
COC1OCC(O)C(OC(=O)c2ccccc2)C1OC(=O)c1ccccc1 (centres undefined),5.6,-2.6%,3.3
Nc1nc2ccc(Br)cc2o1,-5.1,-27.9%,-8.1
COC(=O)CCc1ccc(OCC(O)CNC(C)C)cc1 (centres undefined),-7.3,1.2%,-11.1
O=C1c2cccc3cccc(c23)C(=O)C1(O)O,-19.9,-5.6%,6.1
O=C(c1ccccc1)C(Nc1cccc([N+](=O)[O-])c1)c1ccccc1 (centres undefined),-36.2,-7.0%,6.1
CCOC(=O)Cc1csc(NC(NC(=O)OCC)(C(=O)OCC)C(F)(F)F)n1 (centres undefined),17.1,13.0%,5.1
Cc1ccc(S(=O)(=O)OCC(=O)Nc2ccc(C(=O)O)c(O)c2)cc1,6.2,3.3%,-23.4
CCOC(=O)c1ccc(NS(=O)(=O)c2c(N)n(C)c(=O)n(C)c2=O)cc1,-13.4,-8.7%,10.2
COc1ccc(CCN(C)C(=O)c2cccc(S(=O)(=O)N3CCN(c4ccc(F)cc4)CC3)c2)cc1OC,-3.2,?,28.1

# Overlap with the part before: 2 compounds, followed by the next part.
Molecule,KCNH2 3.1 inh,uPA surface inh,Giardia killer
CCOC(=O)c1ccc(NS(=O)(=O)c2c(N)n(C)c(=O)n(C)c2=O)cc1,-13.4,-8.7%,10.2
COc1ccc(CCN(C)C(=O)c2cccc(S(=O)(=O)N3CCN(c4ccc(F)cc4)CC3)c2)cc1OC,-3.2,?,28.1
CNc1ccc(C=C2C=Cc3ccccc32)cc1,1.8,-3.8%,-1.8
C=CCN1CCOc2ccc(C)cc2S1(=O)=O,3.5,-19.4%,-18.5
COC(=O)c1ccccc1CC1Cc2cc3c(cc2C1=O)CCC3 (centres undefined),-24.8,-5.7%,-2.2
C=CC(=O)Nc1ccc(Nc2ccnc(Nc3ccc(N4CCN(C)CC4)cc3)n2)cc1,-6.1,?,15.7
O=C(NCCCc1ccccc1)c1cccc(NC(=O)C2CC2)c1,3.8,4.5%,-5.7
O=C(CSc1ncn[nH]1)N1N=C2/C(=C\c3ccco3)CCCC2C1c1ccco1 (centres undefined),0.5,-4.8%,-1.3
Nc1ccc(CCc2ccc(N)cc2)cc1,3.7,1.3%,-10.6
Cc1ccc2c(Cl)c(C)c(N3CCOCC3)nc2n1,-9.7,-3.8%,?
CSc1cnnc2ccccc12,17.3,-1.2%,-3.8
Cc1ccc(C)c(NC(=S)NC(=O)c2cncc(Br)c2)c1,-2.2,-3.4%,15.2
O=C(Cc1ccc(NC(=O)C2CCN(C(=O)c3ccccc3)CC2)cc1)Nc1cccc(C(=O)N2CCCCC2)c1,8.2,8.4%,-24.2
O=C1CCN(Cc2ccccc2)C(=S)N1,4.8,-0.3%,20.6
Cc1ccc(-c2nc(C(=O)NC3CCCCCC3)no2)cc1,0.8,-3.5%,-12.8
CC1CC(=O)NC(=O)N1Cc1ccccc1 (centres undefined),-4.2,-0.3%,1.5
Cc1ccc(NC(=O)CCN2CCN(CCO)CC2)cc1,-1.5,-2.9%,4.4
C(=Cc1c[nH]c2ccccc12)c1ccc2ccccc2n1,-17.7,-11.0%,-10.4
Cc1sc2ncnc(N3CCN(S(=O)(=O)c4ccc(Br)cc4)CC3)c2c1C,-14.6,16.6%,0.6
CN(Cc1ccccc1)C(=O)c1ccc(NC(=O)Cc2ccc(NC(=O)C3CCN(C(=O)C4CCC4)CC3)cc2)cc1,-1.8,2.7%,?
CC(=O)N(Cc1ccccc1)C(CC(=O)NCc1ccccc1)C(=O)O (centres undefined),7.8,-0.9%,-2.2
O=C(NCCc1ccccc1)c1ccc(NC(=O)C2CC2)cc1,-2.3,-11.0%,1.0
CC(C)(CNC(=O)c1cccc(S(=O)(=O)Nc2ccc(SC(F)F)cc2)c1)N1CCOCC1,-4.0,1.5%,8.6
O=C(Nc1ccc(C(=O)N2CCCC2)cc1)C1CCCC1,1.2,1.1%,3.6
COc1cc(NC(C)CCCNC(C)C)c2ncccc2c1OC (centres undefined),-2.6,4.9%,8.7
Cc1ccc(S(=O)(=O)c2ccc([N+](=O)[O-])o2)cc1,28.3,-10.9%,19.9
O=C(Nc1ccc(C(=O)N2CCCC2)cc1)c1cccc(C(F)(F)F)c1,2.5,3.9%,2.7
Cc1ccc(-n2nnc(-c3cccnc3)n2)cc1,3.5,?,2.2
O=c1c2ccccc2nc(/C=C/c2cccc([N+](=O)[O-])c2)n1CCCO,-1.1,-6.5%,8.4
Cc1cccc(C(=O)N[C@@H]2c3ccccc3C[C@@H]2O)n1,10.3,12.3%,22.2
O=C1C=CC(=O)N1c1ccccn1,-12.1,0.1%,-7.7
CN1CCC23c4ccccc4NC1C21CCN(C)C3Nc2ccccc21,-10.1,21.6%,6.8
Cc1cccc(-c2oc3ccc(-c4ccc5c(c4)OCO5)cc3c2-c2ccc(OC3CCCCO3)cc2)c1 (centres undefined),-5.6,21.2%,-24.5
O=C(C=Cc1ccco1)c1ccc2ccccc2c1,-34.9,2.2%,21.7
Cc1cc(C)c(O)c(CN(C)Cc2cc(Cl)cc(Cl)c2O)c1,-2.4,-3.9%,-10.3
COc1cc(C2c3cc4c(cc3OC(Nc3ccc(C(=O)O)cc3)C2C)OCO4)cc(OC)c1OC (centres undefined),-11.9,-12.3%,-27.3
CC(=O)C[C@H]1c2cc(C(F)(F)F)ccc2S(=O)(=O)N1C1CCCCC1,-22.6,?,5.3
OCC1OC(n2cnc3c(SCc4ccccc4)nc(F)nc32)C(O)C1O (centres undefined),-6.0,2.6%,-3.8
Cc1ccn2cc(CCNS(=O)(=O)c3ccc4ccccc4c3)nc2c1,1.9,-0.6%,6.2
C#CCOCCOCCOCCNc1nc(N2CCN(C(=O)[C@H](C(C)C)n3cc(CCO)nn3)CC2)nc(N2CCN(C(=O)[C@H]([C@@H](C)CC)n3cc(CCC(=O)O)nn3)CC2)n1,7.6,9.8%,-0.5
CCOC(=O)c1ccc(NCc2ccncc2)cc1,2.9,3.5%,-5.1
COc1cc(N=Nc2ccc(C)cc2S(N)(=O)=O)c(C)cc1N,-4.7,3.7%,?
COc1c2c(cc(O)c1C(C)=O)OC(C)(C)C=C2,5.1,-6.1%,8.0
CN(C)CCC(=O)C(Cc1ccccc1)c1ccccc1 (centres undefined),-14.2,-12.5%,-17.8
CCOc1ccccc1/C=N/NC(=O)c1nnn(-c2nonc2N)c1CN1CCCCCC1,-14.5,-5.6%,-15.0
O=C1C=CC(=Nc2cccc3c2C(=O)c2ccccc2-3)O1,30.2,-20.3%,3.3
CC1(C)CC2(CCO1)N1CC3(C)CN2CC(C)(C1)C3=O (centres undefined),-0.8,2.4%,-17.0
O=C1CCSc2c1ccc1ccccc21,-2.6,-6.6%,-15.9
CN1C(=O)c2ccc(Oc3ccccc3)cc2C1=O,5.1,0.5%,-8.6
COC(OC)C1(CCc2ccccc2)NC(=O)NC1=O (centres undefined),-1.0,0.2%,-20.1
NC(=O)c1ncn([C@@H]2O[C@H](CNCc3cccc(OC4CCCC4)c3)[C@@H](O)[C@H]2O)n1,-6.9,9.3%,4.0
CC(C)Oc1ccc(S(=O)(=O)N2CCOCC2)cc1NC(=O)c1cccc(S(=O)(=O)N2CCCC2)c1,-7.5,-6.8%,19.8
Cc1cc(N)cc(C)c1-c1c(Br)cc(N)cc1Br,-15.9,-18.7%,3.9
CCN(CC)c1ccc2cc(-c3nc(-c4cc5ccccc5oc4=O)cs3)c(=O)oc2c1,-17.2,0.6%,-25.0
COc1cc(C)c(C(=O)Oc2cc(C)c(C(=O)O)c(O)c2C)c(O)c1C,-4.8,?,15.7
Cn1c(=O)c2c(nc(CN3CCCCC3)n2CCCc2ccccc2)n(C)c1=O,-0.2,-0.1%,1.7
Cc1c(/C(O)=C2\C(=O)C(=O)N(CCCN(C)C)C2c2cccs2)cnn1-c1ccccc1 (centres undefined),-4.6,-3.8%,12.4
Fc1ccc(N2CCN(c3ncnc4c3nnn4Cc3ccccc3Cl)CC2)cc1,-3.1,7.5%,1.5

# (further entries)
Molecule,KCNH2 3.1 inh,uPA surface inh,Giardia killer
COc1ccc(C(=O)c2cc(OC)c(OC)c(OC)c2)cc1OC,-9.0,-11.9%,-14.3
O=C(NNC(=O)c1ccc2ccccc2c1)c1cccc(Cl)c1,21.5,-4.0%,1.2
Cc1ncc(C(=O)Nc2ccccc2)[nH]1,19.3,-3.9%,4.1
Cc1ccc(S(=O)(=O)c2nc(-c3ccccc3Br)oc2N(C)C)cc1,10.8,-8.5%,-0.1
CC(=O)Nc1ccc(C(=O)NNC(=O)CCCCC(=O)NNC(=O)c2ccc(NC(C)=O)cc2)cc1,11.0,-2.6%,2.4
O=C(CCn1c(=O)oc2ccccc21)N(Cc1ccccc1)c1ccccn1,-6.5,3.6%,-4.1
Cc1ccc(C(=O)OCC(=O)c2ccc(Br)cc2)cc1S(=O)(=O)N1CCOCC1,-24.9,-3.1%,-0.3
CC(c1ccccc1)C(OC(=O)c1cccc([N+](=O)[O-])c1C(=O)O)c1ccccc1 (centres undefined),-6.0,1.2%,-2.2

# In another format: 20 of the compounds above.
# Screens in order – KCNH2 3.1 inh	uPA surface inh	Giardia killer
> COc1c2c(cc(O)c1C(C)=O)OC(C)(C)C=C2
    5.1	-6.1%	8.0
> CN(C)CCC(=O)C(Cc1ccccc1)c1ccccc1 (centres undefined)
    -14.2	-12.5%	-17.8
> CCOc1ccccc1/C=N/NC(=O)c1nnn(-c2nonc2N)c1CN1CCCCCC1
    -14.5	-5.6%	-15.0
> O=C1C=CC(=Nc2cccc3c2C(=O)c2ccccc2-3)O1
    30.2	-20.3%	3.3
> CC1(C)CC2(CCO1)N1CC3(C)CN2CC(C)(C1)C3=O (centres undefined)
    -0.8	2.4%	-17.0
> O=C1CCSc2c1ccc1ccccc21
    -2.6	-6.6%	-15.9
> CN1C(=O)c2ccc(Oc3ccccc3)cc2C1=O
    5.1	0.5%	-8.6
> COC(OC)C1(CCc2ccccc2)NC(=O)NC1=O (centres undefined)
    -1.0	0.2%	-20.1
> NC(=O)c1ncn([C@@H]2O[C@H](CNCc3cccc(OC4CCCC4)c3)[C@@H](O)[C@H]2O)n1
    -6.9	9.3%	4.0
> CC(C)Oc1ccc(S(=O)(=O)N2CCOCC2)cc1NC(=O)c1cccc(S(=O)(=O)N2CCCC2)c1
    -7.5	-6.8%	19.8
> Cc1cc(N)cc(C)c1-c1c(Br)cc(N)cc1Br
    -15.9	-18.7%	3.9
> CCN(CC)c1ccc2cc(-c3nc(-c4cc5ccccc5oc4=O)cs3)c(=O)oc2c1
    -17.2	0.6%	-25.0
> COc1cc(C)c(C(=O)Oc2cc(C)c(C(=O)O)c(O)c2C)c(O)c1C
    -4.8	?	15.7
> Cn1c(=O)c2c(nc(CN3CCCCC3)n2CCCc2ccccc2)n(C)c1=O
    -0.2	-0.1%	1.7
> Cc1c(/C(O)=C2\C(=O)C(=O)N(CCCN(C)C)C2c2cccs2)cnn1-c1ccccc1 (centres undefined)
    -4.6	-3.8%	12.4
> Fc1ccc(N2CCN(c3ncnc4c3nnn4Cc3ccccc3Cl)CC2)cc1
    -3.1	7.5%	1.5
> COc1ccc(C(=O)c2cc(OC)c(OC)c(OC)c2)cc1OC
    -9.0	-11.9%	-14.3
> O=C(NNC(=O)c1ccc2ccccc2c1)c1cccc(Cl)c1
    21.5	-4.0%	1.2
> Cc1ncc(C(=O)Nc2ccccc2)[nH]1
    19.3	-3.9%	4.1
> Cc1ccc(S(=O)(=O)c2nc(-c3ccccc3Br)oc2N(C)C)cc1
    10.8	-8.5%	-0.1

# Going on with the list.
Molecule,KCNH2 3.1 inh,uPA surface inh,Giardia killer
O=C(Nc1ccc(Cl)c(Cl)c1)Nc1cc(C(=O)N2CCOCC2)ccc1N1CCCCC1,-20.8,1.7%,7.0
Cc1ccsc1C(=O)NCc1ccc(Cl)cc1,-4.4,0.4%,-0.9
CCOC(=O)c1ccc2[nH]c(C)c(CN3CCN(C)CC3)c(=O)c2c1,2.9,1.0%,-1.7
CN(C(=O)c1cccc(NC(=O)Cc2cccc(NC(=O)C3CCN(C(=O)C4CC4)CC3)c2)c1)C1CCC1,1.7,10.2%,13.7

# This is a subset; the hit share may differ from the screen's.
